Source: PubChem BioAssay
FLuc stim CS: firefly luciferase counter-screen for stimulation assays; activation factor at 10 µM; ATPlite luciferase biochemical, luminescence, 10 min; 0 = ATP-free wells, 1 = DMSO control; 200,000 tested, under 10 active;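 active means luciferase activation factor, scaled between plate controls, of at least 2 with compound at 10 µM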
Target sequence (P08659 whole entry, looked up): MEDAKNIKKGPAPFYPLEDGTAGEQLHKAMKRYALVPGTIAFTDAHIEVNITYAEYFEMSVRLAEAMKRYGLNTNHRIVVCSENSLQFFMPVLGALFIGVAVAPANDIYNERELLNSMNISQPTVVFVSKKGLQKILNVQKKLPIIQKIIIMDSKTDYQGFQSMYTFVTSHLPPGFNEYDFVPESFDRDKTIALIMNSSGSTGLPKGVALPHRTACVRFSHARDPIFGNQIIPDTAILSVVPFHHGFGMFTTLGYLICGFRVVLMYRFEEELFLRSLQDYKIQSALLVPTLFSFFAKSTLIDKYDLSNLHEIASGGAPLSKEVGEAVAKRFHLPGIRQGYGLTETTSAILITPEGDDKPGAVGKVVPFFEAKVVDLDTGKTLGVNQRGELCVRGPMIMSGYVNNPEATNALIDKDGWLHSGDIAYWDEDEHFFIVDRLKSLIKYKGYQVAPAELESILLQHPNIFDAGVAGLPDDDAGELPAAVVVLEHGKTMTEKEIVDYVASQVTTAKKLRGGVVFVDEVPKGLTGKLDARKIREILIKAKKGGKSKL
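System: luciferase plus luciferin reagent, cell-free; medium: PBS as buffer for the ATP substrate; dosing: test compounds dosed from 2 mM stocks in 100% DMSO; timing: 10 min post-reagent at room temperature; measured by: luminescence measurement of luciferase light output; evaluation: luciferase activation, seen as luminescence increase over controls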
HMGR II inh: blocks class II HMG-CoA reductase of Enterococcus faecalis; purified E. faecalis HMGR, NADPH absorbance 340 nm kinetic; inhibition, % at 10 µM; hit rate 0.41% among 190,000;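 active means inhibition above a set limit, the median over all tested compounds plus 3 SD, cut at about 9.5% in these data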;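 further: enzyme runs in reverse so mevalonate oxidation gives rising NADPH absorbance; 0% = complete reaction with DMSO and 100% = background rate lacking mevalonate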
Hsp70 act: transcriptional activators of Hsp70; HeLa Hsp70 promoter luciferase reporter, luminescence; scaled: vehicle 0, proteasome-inhibitor control 100%; activation, % at 10 µM; hit rate 0.04% among 200,000; AID 1203;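 active means activation above the mean across all tested compounds plus 3 SD, cutoff set per campaign, cut at about 5.5% in these data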;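 further: 100% = MG132 at 30 µM as the positive control and 0% = DMSO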
Redox H2O2 prof: compounds producing H2O2 with reducing agent – biochemical, NIH compound library profiling, artefact control for MLSCN library redox annotation, primary screen | DTT-dependent redox cycling H2O2, phenol red/HRP absorbance; 100% = 100 µM peroxide control, 0% = buffer | activation, % at 10 µM | hit rate 0.03% among 200,000 | AID 878;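 active means activation of at least 50% relative to the plate's high and low controls in the primary single-dose screen; inactive means activation below 50%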;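 further: compound incubated with DTT at 0.8 mM final as the reducing agent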
FLuc inh counter: inhibits firefly luciferase, flagging false hits in luciferase inhibition screens. hit rate 1.5% among 200,000. AID 1006. P08659. inhibition, % at 10 µM. ATPLite firefly luciferase biochemical luminescence, 10 min;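 active means inhibition above about 50% when tested at 10 µM, limit read from the data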
APP transl inh: APP translation inhibition | inhibition, % at 2 µM | SH-SY5Y APP 5'UTR-luciferase reporter, luminescence | hit rate 0.82% among 190,000;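 active means inhibition above a set limit, derived from the sample mean plus 3 SD, cut at about 45% in these data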; further: values of inactives mirror those of a sister screen read the other way
NF-kB expr up: raises NF-kB expression in human neuronal cells | fold change at 12.5 µM | hit rate 1.6% among 190,000 | AID 1239 | NF-kB reporter expression; stronger effect = higher value; in the data active means fold change above about 3.3
APP 5'UTR act: APP 5'UTR luciferase reporter activation. SH-SY5Y APP 5'UTR luciferase reporter, luminescence; zero percent = DMSO vehicle wells. activation, % at 2 µM. hit rate 1% among 190,000. AID 1276;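 active means activation above a set limit, based on mean plus 3 SD of controls, cut at about 140% in these data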; further: values of inactives mirror those of a sister screen read the other way
G6PDH counter: L. mesenteroides G6PDH inhibition counter-screen; Purified L. mesenteroides G6PDH, diaphorase/resazurin coupled fluorescence, 45 min; hit rate 0.12% among 200,000; AID 1020; inhibition, % at 5 µM; in the data active means inhibition above about 50%
STAT1 act: increases IFN-gamma driven STAT1 reporter signal; NIH 3T3 STAT1-luciferase reporter, luminescence; 100% = IFN-gamma alone, no compound; activation (% of control), % at 5.5 µM; hit rate 2.6% among 200,000; AID 932;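 active means activation above the screen-wide mean activation plus 3 SD, cut at about 130% in these data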;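 further: raw ratio to IFN-gamma control signal so 100% means no change and 0% no light; values of inactives mirror those of a sister screen read the other way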
Active calls of the source: *; · = not tested or not shown.

Order of values – FLuc stim CS, HMGR II inh, Hsp70 act, Redox H2O2 prof, FLuc inh counter, APP transl inh, NF-kB expr up, APP 5'UTR act, G6PDH counter, STAT1 act
(1) CC(C)(C)c1ccc(/C=C2\SC(=O)N(CCNC(=O)c3cccc(S(=O)(=O)N4CCOCC4)c3)C2=O)cc1
  0.3, -4, -0.1, 0.1, 69*, -135, 0.72, 135*, -7, 114
(2) Cc1cccc(NC(=O)NC(C)CCc2ccccc2)c1 (configuration not stated)
  1, -9, -0.5, 0.0, -3, -22, 1.2, 22, -2, 107
(3) Cn1cnnc1SCC(=O)Nc1ccc(Cl)c(S(=O)(=O)N2CCOCC2)c1
  1.1, 1, -0.2, -2.2, -8, 20, 1.2, -20, 8, 99
(4) CCC1(CC)C(=O)C(C)(C)C(=O)OC1c1cccs1 (configuration not stated)
  1, 5, -0.5, -0.2, 0, -5, 1.1, 5, -4, 92
(5) Cc1ccc(S(=O)(=O)N(Cc2cc3cc4c(cc3[nH]c2=O)OCCO4)CC2CCCO2)cc1 (configuration not stated)
  1.1, -4, -0.3, 2.5, -7, 0, 1.1, 0, 3, 108
(6) O=C(NNC(=O)c1cccs1)c1ccc(Cl)c([N+](=O)[O-])c1
  1, -1, -0.1, -0.5, -3, -9, 1.4, 9, -20, 101
(7) Nc1ccc2oc(-c3cccc4ccccc34)nc2c1
  1, -4, -0.6, 0.2, 3, 49*, 0.59, -49, 4, 112
(8) CCn1nnc(NC(=O)Cc2ccc(Cl)cc2)n1
  1, -9, 0.0, -2.4, 2, -2, 1.1, 2, 18, 98
(9) CCCn1c(C)cc(C)c(C#N)c1=O
  1.1, -2, -0.2, -0.1, -9, 18, 1.4, -18, 7, 95
(10) Cn1c(SCC(=O)N2c3ccccc3Sc3ccccc32)nnc1-c1ccco1
  1.1, 2, 0.0, -2.4, -9, 6, 1, -5, -20, 92
(11) Cc1ccccc1-c1ccc(=O)n(CC(=O)Nc2ccc(C(=O)N3CCCC3)cc2)n1
  1, 0, 0.2, 3.1, 0, -5, 0.95, 5, 7, 101
(12) COC(=O)CSc1nnc(NC(=O)/C=C\c2ccc3c(c2)OCO3)s1
  1, -3, 0.1, 0.1, -3, -7, 0.94, 7, 2, 100
(13) Cc1ccc(NC(=O)c2nn(C34CC5CC(CC(C5)C3)C4)cc2[N+](=O)[O-])cc1
  1, -5, -0.2, -4.5, -2, 12, 0.72, -12, 5, 97
(14) NS(=O)(=O)c1ccc(NC(=O)CSc2ccc3ccccc3n2)cc1
  1, -9, -0.4, 0.1, -1, -19, 0.93, 19, -3, 99
(15) Cc1ccc(CNC(=O)C2CCC(CNc3nc(=S)[nH]c4ccccc34)CC2)cc1 (configuration not stated)
  1, -2, -0.2, -0.1, 0, -15, 0.91, 15, -2, 103
(16) CCOC(=O)c1cccc(NC(=O)CCn2nnc3ccccc32)c1
  1, 5, 0.3, -0.4, -4, -16, 1, 16, 10, 100
(17) CC(C)Cc1nc2sc3c(=O)[nH]cnc3c2c2c1CCCC2
  1, 0, 0.5, -0.6, -1, -18, 1, 18, -7, 104
(18) Cc1ccccc1NC(=S)NNC(=O)c1ccoc1C
  1, 6, 0.2, -3.7, -5, -91, 1.6, 91, 1, 111
(19) Cc1ccc(C(c2c(C)nn(-c3ccccc3)c2N)c2c(C)nn(-c3ccccc3)c2N)cc1
  1, 2, -0.2, ·, -2, -6, 0.87, 6, 4, 104
(20) O=C(CSC(=S)N1CCCC1)c1cc(Br)cc(Br)c1O
  1, -4, -0.3, -1.5, -3, -14, 0.98, 13, 16, 93
(21) CC(C)Cc1cc(C(=O)N2CCC(N3CCC(C(=O)N4CCOCC4)CC3)CC2)n[nH]1
  1, -2, -0.2, -0.5, -1, 19, 1.4, -19, 10, 92
(22) CCOc1ccc(CCNC(=O)C2CCN(c3nnc(-n4cccc4)s3)CC2)cc1OCC
  1.1, -4, -0.4, 2.2, -6, 6, 1.1, -6, 9, 101
(23) CC(Sc1nnc(Cc2cccs2)n1C1CCCCC1)C(=O)NCc1ccco1 (configuration not stated)
  1, 1, -0.3, 0.1, -5, 14, 1.1, -14, 10, 95
(24) CCCCN(CC)CCNc1c(N2CCN(C(=O)OCC)CC2)c(=O)c1=O
  1, -3, 0.4, 2.4, 2, -8, 0.95, 8, 6, 98
(25) CCCCSc1nnc(NC(=O)CCc2ccccc2)s1
  1.1, -6, -0.1, 0.0, -6, -3, 1.2, 3, 3, 99
(26) N#C/C(=C(/O)c1ccco1)c1nc2ccccc2[nH]1
  0.7, -1, -0.1, -0.5, 30, -15, 2.9, 15, -2, 123
(27) Cc1ccc(CNC(=O)c2ccc(Cn3nc(C)c(Cl)c3C)o2)cc1
  1, -1, -0.3, -0.7, -4, 0, 0.86, 0, 4, 95
(28) COc1ccc(C(=O)NC(C(=O)NCC(=O)Nc2c(C)cccc2C)C(C)C)cc1 (configuration not stated)
  1.1, -1, -0.3, 0.4, -7, -8, 1.1, 8, 4, 89
(29) CCc1cc(OCCN(C)C)ccc1Cl
  1, -7, -0.4, 0.1, -3, 11, 1, -11, -2, 96
(30) Cc1cccc(C(=O)N2CCC(Cc3ccccc3)CC2)c1[N+](=O)[O-]
  1.1, -3, -0.4, 0.3, -7, -10, 0.89, 10, 6, 101

Ordered by molecular weight (lowest first): 11 of the compounds above
Order of values – FLuc stim CS, HMGR II inh, Hsp70 act, Redox H2O2 prof, FLuc inh counter, APP transl inh, NF-kB expr up, APP 5'UTR act, G6PDH counter, STAT1 act
(29) CCc1cc(OCCN(C)C)ccc1Cl
  1, -7, -0.4, 0.1, -3, 11, 1, -11, -2, 96
(26) N#C/C(=C(/O)c1ccco1)c1nc2ccccc2[nH]1
  0.7, -1, -0.1, -0.5, 30, -15, 2.9, 15, -2, 123
(8) CCn1nnc(NC(=O)Cc2ccc(Cl)cc2)n1
  1, -9, 0.0, -2.4, 2, -2, 1.1, 2, 18, 98
(2) Cc1cccc(NC(=O)NC(C)CCc2ccccc2)c1 (configuration not stated)
  1, -9, -0.5, 0.0, -3, -22, 1.2, 22, -2, 107
(25) CCCCSc1nnc(NC(=O)CCc2ccccc2)s1
  1.1, -6, -0.1, 0.0, -6, -3, 1.2, 3, 3, 99
(27) Cc1ccc(CNC(=O)c2ccc(Cn3nc(C)c(Cl)c3C)o2)cc1
  1, -1, -0.3, -0.7, -4, 0, 0.86, 0, 4, 95
(14) NS(=O)(=O)c1ccc(NC(=O)CSc2ccc3ccccc3n2)cc1
  1, -9, -0.4, 0.1, -1, -19, 0.93, 19, -3, 99
(11) Cc1ccccc1-c1ccc(=O)n(CC(=O)Nc2ccc(C(=O)N3CCCC3)cc2)n1
  1, 0, 0.2, 3.1, 0, -5, 0.95, 5, 7, 101
(10) Cn1c(SCC(=O)N2c3ccccc3Sc3ccccc32)nnc1-c1ccco1
  1.1, 2, 0.0, -2.4, -9, 6, 1, -5, -20, 92
(23) CC(Sc1nnc(Cc2cccs2)n1C1CCCCC1)C(=O)NCc1ccco1 (configuration not stated)
  1, 1, -0.3, 0.1, -5, 14, 1.1, -14, 10, 95
(21) CC(C)Cc1cc(C(=O)N2CCC(N3CCC(C(=O)N4CCOCC4)CC3)CC2)n[nH]1
  1, -2, -0.2, -0.5, -1, 19, 1.4, -19, 10, 92

Next section.
nr | molecule | FLuc stim CS | HMGR II inh | Hsp70 act | Redox H2O2 prof | FLuc inh counter | APP transl inh | NF-kB expr up | APP 5'UTR act | G6PDH counter | STAT1 act
31 | Cc1ccc2nc(N3CCN(S(=O)(=O)c4ccc(C)c(Cl)c4)CC3)c(C#N)cc2c1 | 1 | -4 | -0.3 | 0.7 | -5 | 9 | 0.83 | -9 | 9 | 99
32 | Cc1cc(C)nc(Sc2ncnc3c2oc2ccccc23)n1 | 1.1 | 1 | 0.1 | 17 | -8 | -11 | 2.1 | 11 | 2 | 119
33 | COc1ccc(N(C(=O)c2ccccc2C)S(=O)(=O)c2cccs2)cc1 | 1 | 1 | -0.4 | -0.4 | -1 | 93* | 3.2 | -93 | 10 | 96
34 | O=C(O)Cc1ccc2oc(-c3cccnc3)nc2c1 | 1 | 3 | -0.2 | -1.3 | 1 | -11 | 1.1 | 11 | 12 | 104
35 | O=S(=O)(/C=C/c1ccccc1)N1CCN(c2ccccc2)CC1 | 1 | -1 | 0.2 | 0.7 | -4 | -8 | 1 | 8 | 1 | 104
36 | Cc1ccc(C)c(-n2nnnc2Sc2nc([N+](=O)[O-])nn2C)c1 | 1 | -7 | -0.2 | 0.4 | -5 | -23 | 1.3 | 23 | 5 | 92
37 | O=c1[nH]c(/C=C/c2ccccc2OC(F)F)nc2c1cnn2-c1ccccc1 | 1.1 | 5 | -0.7 | 0.3 | -11 | 23 | 1.2 | -23 | 10 | 106
38 | CCOc1ccc(NC(=O)C/C(N)=N/O)cc1 | 1 | -10 | -0.2 | 2.1 | 0 | -7 | 2.2 | 7 | -1 | 104
39 | CC1CN(C(=O)Nc2ccc3c(c2)OCO3)CC(C)O1 (configuration not stated) | 0.9 | -3 | -0.1 | 0.3 | 14 | · | 1.9 | · | 4 | 112
40 | CNS(=O)(=O)c1cccc(C(=O)OCc2cc(C(C)=O)ccc2OC)c1 | 1 | -6 | -0.5 | -0.5 | -2 | -12 | 1.1 | 12 | -5 | 101
41 | COc1cc(NC(=O)CSc2nnc3c(C)cc4c(C)ccc(C)c4n23)c(C(=O)O)cc1OC | 1.1 | -5 | -0.1 | -1.6 | -7 | 7 | 1.1 | -7 | 16 | 96
42 | O=C(CCNC(=O)c1ccccc1Cl)Nc1nc(-c2ccc3ccccc3c2)cs1 | 1 | 1 | -0.1 | · | -1 | -6 | 0.6 | 6 | 3 | 94
43 | COc1ccc(-c2csc(N3C(=O)C4C5c6ccccc6C(c6ccccc65)[C@@H]4C3=O)n2)cc1 (some centres not stated) | 1.1 | -3 | -0.3 | -0.5 | -7 | 18 | 0.97 | -18 | 3 | 102
44 | c1ccc2c(c1)CNC1(CCCCC1)C2 | 1.1 | -2 | -0.3 | 3.0 | -10 | 7 | 0.87 | -7 | -12 | 94
45 | O=c1c2cc3c(cc2[nH]c(=S)n1C1CCN(Cc2ccccc2)CC1)OCO3 | 1 | -4 | -0.2 | -0.1 | -1 | 5 | 1.1 | -5 | -2 | 88
46 | S=C(NCC1COc2ccccc2O1)Nc1ccccc1 (configuration not stated) | 1 | -5 | 0.4 | -1.3 | -3 | -14 | 1.2 | 14 | -3 | 98
47 | O=C(O)C(Cc1ccccc1)N1C(=O)CCC1=O (configuration not stated) | 1 | 7 | -0.2 | -2.9 | -4 | -1 | 1 | 1 | 8 | 96
48 | CCNCCNC(=O)c1c(O)c2c([nH]c1=O)CCCC2 | 1 | -1 | -0.3 | 3.5 | -2 | -2 | 0.95 | 2 | 18 | 100
49 | Cc1cc(SCC(=O)c2cc(C)n(C)c2C)nc2ccccc12 | 1 | 2 | -0.5 | -0.1 | -1 | -12 | 1.1 | 12 | 0 | 98
50 | CCOC(=O)Nc1ccc2c(c1)Sc1ccccc1N2C(=O)CCN1CCOCC1 | 1.1 | 1 | -0.2 | 5.2 | -8 | -5 | 1.1 | 5 | 9 | 83
51 | CC(=O)NC1(c2ccccc2)CCN(C(=O)N2CCOCC2)CC1 | 1 | -1 | -0.3 | 0.1 | -4 | 13 | 1.2 | -13 | 3 | 97
52 | CCOC(=O)C1CCN(Cc2ccc(OC)cc2OC)CC1 | 1 | -8 | 0.6 | 0.3 | 3 | -13 | 1.3 | 13 | 29 | 104
53 | CCc1c(C)nc(Nc2nc(C)c3cc(OC)ccc3n2)[nH]c1=O | 1 | -8 | 0.0 | -0.2 | 2 | 6 | 0.52 | -6 | 2 | 111

Rows were taken by chance. About 5.3% of those tested had a hit in this group.
